CHOP inhibitor: inhibitors of CHOP promoter induction, primary screen, cell-based, unfolded protein response, luciferase reporter; CHO-K1 CHOP-promoter luciferase, tunicamycin-induced, 15-18 h; inhibition, % at 10 µM; actives 3.8% (n = 220,000); AID 2732, 2010;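 active means compounds that reduced the stress-induced luciferase reporter signal by more than about 70% of percent inhibition, limit read from the data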;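 further: 0% = tunicamycin plus vehicle and 100% = wells without tunicamycin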
NPY-Y1 antag: NPY-Y1 receptor antagonists, primary screen, cell-based; HEK293-CNG Y1 cells, membrane potential fluorescence; NPY at EC95, then isoproterenol; inhibition, % at 3.6 µM; actives 1% (n = 200,000); AID 1040, 2008;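 active means inhibition above the campaign mean inhibition of all tested compounds plus 3 SD, cut at about 20% in these data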;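 further: 0% = DMSO wells given NPY plus isoproterenol and 100% = isoproterenol alone without NPY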
Target sequence (P25929 whole entry, looked up): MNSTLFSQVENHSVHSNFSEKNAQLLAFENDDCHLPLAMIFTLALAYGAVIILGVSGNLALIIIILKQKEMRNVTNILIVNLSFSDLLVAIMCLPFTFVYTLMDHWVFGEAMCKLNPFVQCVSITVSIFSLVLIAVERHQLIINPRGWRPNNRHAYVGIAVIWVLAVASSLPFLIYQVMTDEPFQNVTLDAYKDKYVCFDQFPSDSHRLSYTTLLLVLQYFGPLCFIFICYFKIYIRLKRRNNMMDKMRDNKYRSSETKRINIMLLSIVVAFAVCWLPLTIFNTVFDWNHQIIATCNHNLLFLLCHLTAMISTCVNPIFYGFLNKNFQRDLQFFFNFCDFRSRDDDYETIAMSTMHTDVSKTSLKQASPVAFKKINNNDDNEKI
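Assay system: HEK293 Y1/CNG channel cell line; Doses: single compound dose of 3.6 µM, 0.4% DMSO; Timing: dye 3 h, compound 60 min room temperature, stimulation 45 min; Technique: Membrane-potential fluorescent dye readout; Measure: % inhibition of NPY effect.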
Ba/F3 V617F tox: reduced viability of JAK2V617F-dependent Ba/F3 cells, primary screen, JAK2V617F inhibitor project, cell-based, Ba/F3 EpoR-JAK2V617F, luminescence | ATP luminescence | inhibition, % at 5.6 µM | actives 1.1% (n = 220,000) | AID 1446, 2008;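 active means inhibition above the campaign mean plus 3 SD over all tested compounds, cut at about 24% in these data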;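 further: cytokine-independent growth of Ba/F3 cells driven by EpoR plus mutant JAK2; 0% = DMSO-treated cells and 100% = JAK inhibitor I control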
NPY1 pot ag: NPY-Y1 receptor potentiators or agonists, primary screen, cell-based; Neuropeptide Y receptor type 1 (Homo sapiens), P25929; NPY-Y1 expressing cells, potentiator/agonist activation; activation, % at 3.6 µM; actives 0.37% (n = 220,000); AID 1304, 2008; in the data active means activation above about 33%, passing the limit was not always enough;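 further: cells stimulated with NPY at EC10 then isoproterenol at EC100; 0% = low agonist plus stimulus and 100% = saturating agonist plus stimulus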
NPY2 pot ag: NPY-Y2 potentiators or agonists, primary screen, cell-based. Neuropeptide Y receptor type 2 (Homo sapiens), P49146. cells expressing NPY-Y2, potentiator/agonist read-out. activation, % at 3.6 µM. actives 0.45% (n = 220,000). AID 1359, 2008; in the data active means activation above about 27%;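 further: cells stimulated with NPY near EC25 plus isoproterenol at EC100; 0% = vehicle plus submaximal agonist and 100% = vehicle plus saturating agonist; some results beyond the cut were filed as inactive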
NCF1 inh: p47phox/p22phox peptide binding inhibitors, primary screen, biochemical, uHTS, NADPH oxidase regulatory subunit; AID 1274, 2008; fluorescence polarization, 2 h; actives 0.53% (n = 220,000); inhibition, % at 24.7 µM; Neutrophil cytosol factor 1 (Homo sapiens), P14598;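 active means inhibition above about 30%, limit read from the data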;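 further: 0% = p47phox with labelled peptide and 100% = labelled peptide alone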
BaF3 tox: parental Ba/F3 cell viability inhibition, counter-screen for JAK2V617F inhibitor project, murine pro-B, CellTiter-Glo luminescence | CellTiter-Glo ATP luminescence | inhibition, % at 5.6 µM | actives 1.1% (n = 220,000) | AID 1486, 2009;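 active means inhibition above a per-campaign cutoff, the mean inhibition of all tested compounds plus 3 SD, cut at about 27% in these data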;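 further: 0% = DMSO wells and 100% = JAK Inhibitor I control wells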
S1P4 ag: S1P4 receptor agonists, primary screen, cell-based; Sphingosine 1-phosphate receptor 4 (Homo sapiens), O95977; S1P4-expressing cell line, agonist reporter assay; activation, % at 4.98 µM; actives 0.35% (n = 220,000); AID 1509, 2009; in the data active means activation above about 11%;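 further: 0% = DMSO vehicle and 100% = reference agonist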
Target sequence (O95977 whole entry, looked up): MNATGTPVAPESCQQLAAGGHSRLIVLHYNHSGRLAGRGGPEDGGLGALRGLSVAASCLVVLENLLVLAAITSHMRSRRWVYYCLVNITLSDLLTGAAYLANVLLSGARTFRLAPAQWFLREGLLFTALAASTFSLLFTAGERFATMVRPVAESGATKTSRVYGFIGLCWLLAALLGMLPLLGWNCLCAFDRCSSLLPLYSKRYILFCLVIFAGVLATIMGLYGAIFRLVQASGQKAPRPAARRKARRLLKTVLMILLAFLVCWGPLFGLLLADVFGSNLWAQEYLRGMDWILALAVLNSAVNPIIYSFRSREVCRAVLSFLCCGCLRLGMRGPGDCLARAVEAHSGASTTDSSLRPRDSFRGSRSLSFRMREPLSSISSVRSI
S1P4 antag: S1P4 receptor antagonists, primary screen, cell-based | AID 1510, 2009 | S1P4-expressing cells, antagonist mode, reporter read-out | actives 0.26% (n = 220,000) | Sphingosine 1-phosphate receptor 4 (Homo sapiens), O95977 | inhibition, % at 4.98 µM; in the data active means inhibition above about 29%;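 further: 0% = wells stimulated with agonist and 100% = vehicle wells without agonist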
An asterisk follows results filed as active; nt = no result given.

SMILES | CHOP inhibitor | NPY-Y1 antag | Ba/F3 V617F tox | NPY1 pot ag | NPY2 pot ag | NCF1 inh | BaF3 tox | S1P4 ag | S1P4 antag
COc1ccc(OC)c2[nH]c(=O)c(CCNC(=O)c3cc4ccccc4o3)cc12 | 12 | -2 | 0 | 13 | 6 | -28 | 4 | -1.4 | -2
CC/C(C)=C1\SC(N2CCN(c3cccc(C(F)(F)F)c3)CC2)=NC1=O | 14 | 8 | 1 | 17 | 2 | -13 | 1 | 1.1 | -6
COc1cc(-c2nnc(CSc3nnc(Nc4ccc(Oc5ccccc5)cc4)s3)o2)cc(OC)c1OC | 20 | 0 | 7 | -14 | -10 | -80 | 9 | 1.1 | -18
COc1ccc(CCN2C(=S)N(c3ccc(Cl)cc3)C(=O)C2CC(N)=O)cc1OC (centres undefined) | -2 | nt | -2 | 23 | 29 | 5 | 0 | 0.8 | -6
CCOC(=O)C1=C(C)C2C3C(=O)N(c4ccccc4C)C(=O)C3C1(C)C1C(=O)N(c3ccccc3C)C(=O)C21 (centres undefined) | 33 | 1 | -1 | 7 | 6 | -4 | 6 | 0.7 | -13
CCOC(=O)c1nc(Nc2ccccc2)c2ccccc2n1 | -13 | 5 | -2 | 7 | 13 | -11 | 2 | 0.1 | -5
CC(SCc1ccccc1)C(=O)Nc1ccc2c(c1)OCO2 (centres undefined) | -16 | 3 | -1 | -7 | 4 | -7 | 4 | 2.3 | 5
Cc1ccc(NC(=O)C2OCCc3ccccc32)cc1 (centres undefined) | 29 | -2 | -8 | 13 | 3 | 1 | -2 | -0.3 | -17
Nc1ccc(-n2nc(C(F)(F)F)cc2C(F)(F)F)cc1 | 8 | nt | -7 | 6 | 3 | -21 | 1 | 1.6 | 3
C=CCOc1ccccc1CNCc1cccnc1 | 8 | 6 | -3 | -21 | -7 | 5 | 0 | 1.4 | -14
Cc1c([N+](=O)[O-])c2ccc(O)cc2n1-c1ccccc1 | 50 | nt | 0 | 2 | 19 | -6 | -1 | 3.5 | -20
COC(=O)c1ccccc1NC(=O)CN1CCOCC1 | -9 | 0 | 3 | -9 | 5 | 3 | 4 | 0.5 | -7
Cc1ccc(C(=O)NC(=S)N2CCN(c3ccc([N+](=O)[O-])cc3)CC2)cc1 | 57 | 7 | 3 | 1 | 0 | 1 | 4 | -0.8 | -4
CC(=Nc1ccc(O)cc1)c1sc2ccccc2c1O | 58 | -9 | -1 | 12 | 12 | -46 | 5 | 0.5 | -2
Cc1cc(NC(=O)COC(=O)CSCc2ccc(Cl)c(Cl)c2)no1 | 60 | 12 | 0 | -21 | -23 | -10 | 4 | 0.8 | 10
COc1ccc(OCC(O)Cn2ccnc2C)cc1 (centres undefined) | 17 | -1 | 2 | -5 | 2 | -9 | 4 | 0.0 | -20
COc1ccc(C(=O)c2ccc(Cl)cc2Cl)cc1 | 27 | -3 | -4 | -16 | 7 | -1 | 2 | 3.5 | -23
O=C(CC1C(=O)N(c2ccc(F)cc2)C(=O)N1Cc1ccccn1)Nc1ccccc1 (centres undefined) | 28 | 3 | -1 | 22 | -3 | -10 | 7 | 0.6 | -12
O=C1[C@@H]2C(c3ccccc3Cl)=NO[C@@H]2C(=O)N1Cc1ccccc1 | -21 | 0 | -4 | -33 | 2 | -16 | -1 | -0.1 | -18
CCCN(CCC)c1ccc(CC(=O)NC(C)Cc2ccccc2)cc1 (centres undefined) | 47 | 12 | 1 | -19 | -2 | -5 | 6 | 0.5 | -6
CCN(CC)CC(C)CNC(=O)CN1C(=O)CSc2ccc(S(=O)(=O)N3CCOCC3)cc21 (centres undefined) | -12 | 4 | 2 | -14 | 3 | -6 | 2 | 1.0 | 18
CCCc1cc(-c2n[nH]c(=S)n2Cc2ccccc2)cs1 | 48 | 1 | -1 | -15 | -9 | -8 | 5 | 0.7 | -18
CN1C(=O)CC(Nc2cccc3cccc(N)c23)C1=O (centres undefined) | 0 | -2 | 2 | -2 | -3 | -8 | 12 | 2.1 | -3
CNC(=O)c1cc2c(ccc3ccccc32)oc1=N | 15 | -3 | -3 | 1 | 2 | -5 | 3 | 1.5 | -17

Profiles, quoted from the list. Order of screens: CHOP inhibitor, NPY-Y1 antag, Ba/F3 V617F tox, NPY1 pot ag, NPY2 pot ag, NCF1 inh, BaF3 tox, S1P4 ag, S1P4 antag
Shown for Cc1ccc(NC(=O)C2OCCc3ccccc32)cc1 (centres undefined) = 29, -2, -8, 13, 3, 1, -2, -0.3, -17
Shown for Cc1ccc(C(=O)NC(=S)N2CCN(c3ccc([N+](=O)[O-])cc3)CC2)cc1 = 57, 7, 3, 1, 0, 1, 4, -0.8, -4
Shown for Cc1cc(NC(=O)COC(=O)CSCc2ccc(Cl)c(Cl)c2)no1 = 60, 12, 0, -21, -23, -10, 4, 0.8, 10

Later entries.
SMILES | CHOP inhibitor | NPY-Y1 antag | Ba/F3 V617F tox | NPY1 pot ag | NPY2 pot ag | NCF1 inh | BaF3 tox | S1P4 ag | S1P4 antag
Cc1ccccc1OCC(=O)Nc1nc(C)c(C(=O)N(C)C)s1 | 15 | 5 | 0 | -7 | -5 | -13 | 8 | -0.7 | -13
CN(CC(=O)Nc1ccc(F)cc1)C(=O)CSc1nc2ncc(Cl)cc2[nH]1 | 0 | 3 | 3 | 4 | -1 | -4 | 7 | 1.3 | -9
Cc1cccc(C)c1NC(=S)N(Cc1cccs1)C1CCCC1 | 7 | -2 | 1 | 7 | -4 | -6 | 3 | 0.4 | 8
O=C(CSc1nc(O)cc(=O)[nH]1)Nc1ccc2c(c1)CCC2 | 55 | -4 | -2 | 14 | 17 | -17 | 2 | -0.8 | -5
CON1C(=O)C(=O)N(OC)C(C)(C)C1(C)C | -7 | 2 | -3 | 7 | 11 | -2 | 3 | 0.3 | -23
CN(/N=C/c1ccncc1)c1cnc2ccccc2n1 | 2 | 2 | 4 | -15 | -5 | 9 | 11 | -1.8 | -2
CN1CCN(c2ccc(NC(=O)CN3CCOCC3)cc2F)CC1 | -7 | -3 | -4 | -2 | 17 | 5 | 2 | -2.9 | 16
COC(=O)c1ccc(NC(=O)C23CC4CC(C2)CC(n2cncn2)(C4)C3)cc1 | -6 | -2 | -4 | -17 | 8 | -20 | 5 | 1.2 | 6
Cc1nc(Nc2ccccc2C(F)(F)F)sc1C(=O)N(C)C | 1 | -4 | 1 | 14 | 10 | 0 | 1 | 1.0 | -18
Cc1ccc(CNn2cnnc2SCC(=O)NC(C)(C)C)cc1 | -2 | -4 | -2 | 6 | -5 | -9 | 2 | 2.0 | -49
Cn1c(CNC(=O)c2cccs2)n[nH]c1=S | -21 | 11 | -2 | -1 | 9 | -12 | 5 | -0.1 | -2
COc1ccc(-c2[nH]n(-c3ccc([N+](=O)[O-])cc3)c(=O)c2C=NCC2CCCO2)cc1 (centres undefined) | -6 | -6 | 3 | 4 | -11 | -4 | 9 | 0.2 | -8
COC(=O)c1ccccc1NC(=S)NC(=O)COc1ccccc1Cl | 19 | 3 | 4 | -27 | -20 | -4 | 5 | -0.1 | 7
COc1cccc(C(=O)N2CCN(C(=O)c3cccs3)CC2)c1OC | 24 | 5 | 1 | -15 | 1 | -5 | 6 | 0.3 | -23
C/C(=N\NS(=O)(=O)c1ccc(Cl)c([N+](=O)[O-])c1)c1ccc(C)o1 | -15 | -3 | -4 | -7 | -11 | 1 | 1 | -0.5 | -3
Cc1ncc(CO)c(/C=N/NC(=O)c2cc(Br)ccc2O)c1O | 27 | 0 | -4 | 11 | 2 | 12 | -1 | 0.8 | -22
Nc1cc(=O)[nH]c(SCC(=O)Nc2cc(S(=O)(=O)N3CCOCC3)ccc2Cl)n1 | -4 | 0 | -2 | 12 | 13 | 8 | 5 | 1.3 | -5
OC(CC1CC12c1ccccc1-c1ncccc12)(c1ccccc1)c1ccccc1 (centres undefined) | 35 | 2 | -3 | 1 | 1 | -7 | 1 | -0.1 | -10
CCN(CC(=O)NCc1ccc(F)cc1)C(=O)C1CCN(C(=O)Nc2ccccc2)CC1 | 3 | -2 | -3 | -16 | 5 | -7 | 1 | -0.3 | -3
CSC1=NCCN1S(=O)(=O)c1ccc(Cl)cc1 | 24 | -5 | -1 | 14 | 7 | -1 | 4 | 0.7 | -14
O=c1[nH]cn[nH]1 | -1 | -1 | -2 | 11 | 2 | -1 | -7 | -1.1 | -15
CCOC(=O)Cc1ncccc1C(=O)Nc1ccc(OC)cc1 | -8 | 6 | -2 | -1 | 12 | -1 | 2 | 1.1 | -7
CC(C)(C)c1ccc(C(=O)NCc2cccnc2)cc1 | 8 | 3 | -2 | 3 | -9 | -9 | 7 | -0.8 | -3
COc1ccc(N2C(=O)CC(NNC(=O)c3ccc(Br)s3)C2=O)cc1 (centres undefined) | -4 | -1 | 0 | 10 | -2 | -10 | 7 | -0.6 | -12
COc1ccc(CC(=O)NC(C)c2nnc(SCC(=O)c3ccc(OC)cc3)n2C)cc1 (centres undefined) | 31 | 3 | -2 | 12 | 2 | 4 | 0 | 0.2 | -12
Cc1ccc(NC(=O)c2cc3c(s2)CCCC3)cc1S(=O)(=O)Nc1ccccc1Cl | 51 | 4 | 0 | 3 | -1 | -15 | 4 | 4.0 | -16
COc1ccc(CSc2nnnn2C)cc1F | 22 | -1 | -1 | -1 | -5 | -19 | -1 | 0.2 | -8
Cc1nc(-c2ccccc2)ccc1C(=O)O | 15 | -1 | 3 | -1 | -22 | -2 | 10 | -1.1 | -17
Cc1cccc2cc(CN(Cc3cccnc3)C(=O)c3ccncc3)c(=O)[nH]c12 | 6 | -2 | 0 | -2 | -5 | -6 | 6 | 0.2 | -17
NCCc1nnc(SCC(N)=O)o1 | 26 | 2 | 3 | -1 | 1 | -6 | 0 | 1.9 | -16
Nc1ncnc(Oc2ccccc2F)c1[N+](=O)[O-] | 8 | -1 | 1 | 16 | 1 | -6 | 7 | 2.8 | -10
Cc1cccc(S(=O)(=O)Nc2nc3ccccc3nc2NCc2ccco2)c1 | 1 | -1 | 1 | 6 | 1 | -2 | 2 | -0.7 | -5
Nc1c(C(=O)OCC2CCCO2)c2nc3ccccc3nc2n1C1CCCC1 (centres undefined) | nt | 5 | 8 | 4 | -20 | nt | 2 | 0.5 | 2
O=C(O)CNS(=O)(=O)c1cc(Cl)c(Cl)cc1Cl | -35 | 1 | -5 | 4 | 13 | -9 | -2 | 1.3 | -13
Cc1ccccc1C(=O)NC1CCN(Cc2nnnn2C(C)(C)C)CC1 | -18 | -9 | 0 | 18 | 6 | 0 | 4 | -0.8 | 1
CCn1c(CCCCc2n[nH]c(=S)n2CC)n[nH]c1=S | 7 | -1 | 3 | 8 | -7 | -7 | 6 | -0.9 | -14
Cc1ccc(/C=N/Nc2nnc(Cc3ccccc3)c(=O)[nH]2)o1 | -12 | 0 | 5 | 10 | -16 | -1 | 10 | 1.9 | -7
Cc1nc(C(F)(F)F)c(C(=O)NC(=O)Nc2ccccc2)s1 | -3 | 0 | 4 | -11 | -10 | -5 | 6 | -0.3 | -5
O=C(Cc1ccccc1)NCC(=O)OCC(=O)c1ccc([N+](=O)[O-])cc1 | -1 | -2 | -1 | 6 | -3 | -6 | 3 | -0.6 | -17

Source: PubChem
